# Mcl-1 Bim block – human Bim-Mcl-1 interaction inhibition; Q07820; Bead-based flow cytometry, Bim peptide-Mcl-1 binding; inhibition, % at 10 µM; hit rate 0.1% among 190,000;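 further: 0% = no compound tracer wells and 100% = peptide blocker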
# Target sequence (Q07820 whole entry, looked up): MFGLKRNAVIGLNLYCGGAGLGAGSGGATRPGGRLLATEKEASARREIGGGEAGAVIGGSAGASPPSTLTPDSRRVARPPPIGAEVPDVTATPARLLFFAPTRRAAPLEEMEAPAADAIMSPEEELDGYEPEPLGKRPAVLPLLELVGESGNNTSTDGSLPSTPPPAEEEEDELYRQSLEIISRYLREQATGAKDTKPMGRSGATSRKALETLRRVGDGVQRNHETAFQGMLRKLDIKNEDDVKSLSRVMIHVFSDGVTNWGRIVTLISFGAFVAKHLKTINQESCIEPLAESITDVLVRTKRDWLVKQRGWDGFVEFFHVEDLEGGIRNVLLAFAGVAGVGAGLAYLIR
# Bim-Bcl-W – disrupts Bim peptide binding to human Bcl-W. hit rate 0.02% among 190,000. Q92843. bead-based flow cytometry. inhibition, % at 10 µM;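 further: 0% = bound tracer without compound and 100% = peptide blocker; higher means less fluorescent Bim peptide bound to Bcl-W beads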
# Bim-Bcl-2 – disrupts Bim peptide binding to human Bcl-2 | P10415 | Bead-based flow cytometry, Bim peptide-Bcl-2 binding | inhibition, % at 10 µM | hit rate 0.06% among 190,000 | AID 950; in the data active means inhibition above about 40%; inconclusive means no clear call, values can overlap the other calls;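 further: 0% = no compound wells with probe peptide and 100% = reference peptide inhibitor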
# Target sequence (P10415 whole entry, looked up): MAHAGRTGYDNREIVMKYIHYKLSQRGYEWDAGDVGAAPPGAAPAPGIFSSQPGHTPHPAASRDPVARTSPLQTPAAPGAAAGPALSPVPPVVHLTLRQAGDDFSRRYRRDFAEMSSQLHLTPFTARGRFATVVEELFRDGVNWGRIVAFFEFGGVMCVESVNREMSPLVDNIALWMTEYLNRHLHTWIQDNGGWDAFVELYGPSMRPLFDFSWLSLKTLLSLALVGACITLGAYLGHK
# Bim-Bfl-1 – human Bim-Bfl-1 interaction inhibition; Q16548; Bead-based flow cytometry, Bim-Bfl-1 binding inhibition; inhibition, % at 10 µM; hit rate 0.12% among 190,000;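 further: 0% = wells without compound plus tracer and 100% = blocker peptide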
# GSH fluor – GSH bead compound fluorescence profile; GSH beads flow cytometry, compound fluorescence 488/530 nm; hits give high values; fluorescence (KMESF) at 10 µM; hit rate 0.25% among 190,000; AID 1776; in the data active means fluorescence above about 89;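 further: glutathione beads carrying GST-tagged Bcl family fusion proteins plus one bare bead set; values are compound well signal with DMSO vehicle wells as background; inactives centre near 16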
# RGS4-Gao reg – modulates binding of RGS4 to human Galphao; binding response (% of control), % at 10 µM; AID 1415; hit rate 0.33% among 220,000; Multiplexed bead flow cytometry; actives lie on both sides; P09471; in the data active means binding response below about 49% or above about 150%; inactive means in between;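 further: fluorescent Galphao activated with aluminum fluoride binding bead-coupled RGS4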
# Target sequence (P09471 whole entry, looked up): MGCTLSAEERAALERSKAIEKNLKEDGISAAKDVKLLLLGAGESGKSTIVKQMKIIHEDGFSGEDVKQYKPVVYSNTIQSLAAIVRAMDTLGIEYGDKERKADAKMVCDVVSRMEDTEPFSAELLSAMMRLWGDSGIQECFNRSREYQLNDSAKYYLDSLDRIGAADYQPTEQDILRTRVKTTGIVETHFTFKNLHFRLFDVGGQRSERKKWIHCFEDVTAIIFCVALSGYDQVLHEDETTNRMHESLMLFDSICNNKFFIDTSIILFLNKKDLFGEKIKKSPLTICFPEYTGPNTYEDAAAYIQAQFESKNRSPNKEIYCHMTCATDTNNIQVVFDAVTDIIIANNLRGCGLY
# RGS8-Gao – human RGS8-Galphao interaction regulation | multiplexed bead flow cytometry, RGS8-Galphao binding; actives lie on both sides | hit rate 0.34% among 220,000 | response (percent of control binding), % at 10 µM | P09471; in the data active means response below about 60% or above about 140%; inactive means in between;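 further: Galphao activated as the GDP aluminium fluoride complex binding bead-coupled RGS8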
# Mcl1-Bid inh – disrupts binding of human Mcl-1 to Bid peptide. hit rate 0.97% among 220,000. AID 1021. inhibition, % at 21.7 µM. TR-FRET Mcl-1/Bid-Dy647 peptide binding, 1536-well;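 active means compounds that cut the binding signal by more than half at the single screening dose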;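 further: His-tagged Mcl-1 with europium anti-His antibody binding Bid BH3 peptide; 0% = Mcl-1 plus peptide wells and 100% = peptide-only wells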
# Bim-Bcl-XL – inhibitors of Bim-Bcl-XL interaction, human; hit rate 0.04% among 190,000; inhibition, % at 10 µM; Bim peptide-Bcl-XL binding, bead flow cytometry, fluorescence; Q07817
# RGS7-Gao reg – regulators of human RGS7-Galphao interaction | binding response (% of control), % at 10 µM | AID 1439 | Multiplexed bead flow cytometry, RGS7-Galphao binding; actives lie on both sides | hit rate 0.35% among 220,000 | P09471; in the data active means binding response below about 49% or above about 150%; inconclusive means no clear call, values can overlap the other calls; inactive means in between;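 further: fluorescent Galphao held in activated GDP-AlF4 state binding bead-coupled RGS7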
# Bcl-B Bim block – human Bim-Bcl-B interaction inhibition. Q9HD36. inhibition, % at 10 µM. bead-based flow cytometry, Bim peptide-Bcl-B binding. hit rate 0.073% among 190,000;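 further: 0% = tracer peptide without compound and 100% = reference inhibitor peptide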
# Numbers without * were called inactive; u = inconclusive; x = not tested or not shown. Unless noted, no stated cut-off is given here; in the data, active means inhibition above about 40%.
Structure,Bim-Bcl-XL,RGS8-Gao,Bim-Bcl-2,Mcl1-Bid inh,GSH fluor,RGS4-Gao reg,Mcl-1 Bim block,Bim-Bfl-1,Bcl-B Bim block,RGS7-Gao reg,Bim-Bcl-W
CCOC(=O)N/N=C\c1ccc(-c2cc(Cl)ccc2Cl)o1,-1.0,100.5,-2.0,-4.0,11,102.7,3.0,-5.0,0.0,100.8,1.0
Cc1cc(=O)oc2cc(NC(=O)C3CC(=O)N(Cc4ccccc4)C3)ccc12 (stereo not drawn),1.0,102.0,-4.0,-6.2,23,101.5,-2.0,-2.0,0.0,99.1,2.0
CC(C)(C)SCCNC(=O)CN1C(=O)c2ccccc2S1(=O)=O,-4.0,99.0,-10.0,2.5,24,97.8,0.0,-13.0,-10.0,98.5,-3.0
CN1CCN(/N=C/c2ccc(-c3ccccc3)cc2)CC1,1.0,107.7,0.0,-31.6,12,100.7,0.0,0.0,-1.0,99.0,0.0
COC(=O)C(NS(=O)(=O)c1ccccc1Cl)c1ccccc1 (stereo not drawn),0.0,98.3,-1.0,4.2,15,96.3,0.0,-3.0,-2.0,101.2,0.0
S=c1[nH]nc(COc2ccccc2)n1Cc1ccccc1,-2.0,50.1*,8.0,-42.0,9,80.3,-1.0,7.0,7.0,82.4,2.0
O=C1c2cccc([N+](=O)[O-])c2C(=O)N1c1c[nH]c(=O)[nH]c1=O,-1.0,101.4,-3.0,4.1,7,103.5,-2.0,-3.0,-2.0,102.6,-2.0
Cc1nc(SCC(=O)c2ccccc2)n[nH]1,0.0,106.1,-15.0,-6.5,29,104.7,-6.0,-11.0,-24.0,112.0,-1.0
CCc1nc(N)c(C#N)c(-c2ccc(O)c(OC)c2)c1C,-7.0,101.1,-7.0,-11.5,14,99.8,-5.0,-8.0,-14.0,97.6,-2.0
Cc1cc(S(=O)(=O)N(Cc2ccccc2Cl)c2ccc3c(c2)CCC3)ccc1-n1cnnn1,-9.0,99.1,-4.0,-25.5,8,98.7,-6.0,-1.0,-9.0,101.9,-5.0
Brc1cc(Br)c2ncnc(N3CCCCC3)c2c1,-7.0,99.8,-9.0,1.3,38,94.3,0.0,-10.0,-5.0,98.9,-1.0
COC(=O)c1c(NC(=O)C(C)C)sc2c1C(C(=O)OC)CC2 (stereo not drawn),-6.0,102.8,0.0,-4.9,17,100.0,-1.0,0.0,-3.0,98.7,-3.0
Cc1ccc(NC(=O)c2cccc(OCc3c(C)noc3C)c2)cc1,-4.0,102.8,-7.0,-5.7,10,100.0,-2.0,-5.0,-6.0,98.8,0.0
O=C1/C(=C/c2ccccc2)CCCc2ccccc21,-6.0,100.9,-9.0,2.4,18,98.1,-4.0,-14.0,-8.0,96.8,0.0
Cc1ccccc1N1C(=O)C(Cl)=C(N2CCCCCC2)C1=O,-5.0,102.2,-4.0,-10.6,16,100.3,-1.0,-6.0,-1.0,98.4,1.0
COc1cccc(CC2(CO)CCCN(Cc3ccccc3-c3ccco3)C2)c1 (stereo not drawn),-2.0,101.8,-5.0,-63.3,13,101.5,1.0,-5.0,-4.0,101.4,-2.0
O=C1NCC2=C1C(c1ccc(Br)cc1)Nc1ccccc1N2 (stereo not drawn),0.0,101.5,-2.0,-17.0,18,99.7,-2.0,-1.0,1.0,100.3,0.0
COCCCN1C(=O)c2ccc(C(=O)OCC(=O)NCCc3ccccc3)cc2C1=O,-2.0,110.6,2.0,-18.8,15,106.7,-2.0,4.0,2.0,u,-2.0
CCSc1nc2c(cnn2-c2ccc(C)cc2)c(=O)[nH]1,-2.0,101.2,-6.0,-17.8,22,102.3,0.0,-10.0,-4.0,100.7,2.0
CC1CCCN(C(=O)c2ccc(CNc3c(N4CCCCC4)c(=O)c3=O)cc2)C1 (stereo not drawn),-3.0,100.8,-7.0,-17.0,25,100.2,-1.0,-8.0,-10.0,95.7,0.0
COc1ccc(-n2cc(-c3ccccc3)c3c(N4CC(C)OC(C)C4)ncnc32)cc1 (stereo not drawn),-3.0,99.1,-4.0,-40.3,16,99.2,-5.0,-4.0,-8.0,99.6,-2.0
Cc1c(N/C(=N/S(=O)(=O)c2ccc(Cl)cc2)c2ccccc2)c(=O)n(-c2ccccc2)n1C,-3.0,105.1,1.0,-34.7,7,101.7,1.0,-1.0,1.0,100.5,-2.0
O=C(CSc1ccc2nnc(-c3ccncc3)n2n1)NCc1ccco1,-2.0,101.4,-2.0,-18.5,18,102.1,1.0,-8.0,-4.0,100.5,1.0
O=C(CN1CCC(C(=O)c2ccc3c(c2)OCCO3)CC1)NC1CCCC1,-1.0,102.6,-4.0,-38.3,15,108.1,6.0,-12.0,-2.0,99.0,2.0
CC(=O)c1cccc(-n2nnnc2SCC(=O)N2CCCC2)c1,0.0,100.4,-5.0,-17.9,7,104.8,3.0,-8.0,-9.0,102.3,1.0
Cc1cc2nc(SCC(=O)Nc3nonc3C)c3c(c2cc1C)CCCC3,-1.0,94.6,-11.0,-10.3,25,89.2,0.0,-15.0,-4.0,92.8,0.0
COc1ccccc1C(=O)N1CCCC(c2nc(-c3cc(OC)c(OC)c(OC)c3)no2)C1 (stereo not drawn),-2.0,95.8,-10.0,7.6,34,99.3,-2.0,-3.0,-4.0,99.8,-3.0
CC(C)NC(=O)c1ccc(-c2ccccc2C(F)(F)F)o1,-2.0,98.6,-11.0,-5.0,38,102.0,-1.0,-16.0,-8.0,100.8,-1.0
CN1CCN(c2nc(-c3ccccc3)nc(-c3ccccc3)c2C#N)CC1,-4.0,100.0,-6.0,-28.3,18,99.0,-2.0,-8.0,-5.0,u,-4.0
Cc1ccc(S(=O)(=O)CCC(=O)NCc2ccccc2Cl)cc1,18.0,113.3,10.0,-20.6,8,92.0,10.0,15.0,10.0,94.2,9.0
CCOC(=O)CC1CCCCN1Cc1cn[nH]c1-c1ccc(F)cc1F (stereo not drawn),-4.0,100.7,-3.0,-14.7,10,100.5,2.0,-7.0,-5.0,104.4,0.0
O=C(NN1C(=O)C2C3CCC(O3)C2C1=O)c1ccco1 (stereo not drawn),-2.0,100.6,1.0,-18.0,12,97.5,-1.0,1.0,-1.0,99.7,-1.0
CCCC(c1nnnn1CCc1ccccc1)N1CCN(C2CCCC2)CC1 (stereo not drawn),-2.0,104.2,0.0,-40.3,60,100.1,4.0,-9.0,-3.0,95.6,4.0
O=C1CCCc2sc3c(c2N1)CCCCC3,-1.0,96.8,0.0,-25.6,15,90.6,-1.0,-1.0,0.0,90.2,0.0
CS(=O)(=O)N(Cc1ccco1)Cc1ccccc1Cl,-4.0,99.4,-1.0,-18.1,22,101.8,0.0,-1.0,-1.0,100.9,0.0
C=CCNC(=S)Nc1sc2c(c1C(=O)OCC)CC(C)(CC)OC2 (stereo not drawn),-10.0,101.3,-2.0,-35.0,12,101.9,-7.0,3.0,-22.0,102.0,-10.0
Cc1ccc(S(=O)(=O)N2CCCC2)cc1[N+](=O)[O-],-3.0,105.4,-1.0,-4.3,8,101.6,-4.0,-3.0,-3.0,98.2,-4.0
CN(C(=O)c1ccc(OC2CCN(CCc3ccccc3)CC2)cc1)C1CCOC1 (stereo not drawn),-5.0,95.7,-6.0,-7.3,58,93.1,-3.0,-16.0,-5.0,96.2,-3.0
O=C(NNC(=O)C1CCCO1)c1ccccc1Cl (stereo not drawn),-5.0,x,-7.0,-25.3,17,x,0.0,-12.0,-5.0,x,0.0
O=C1c2ccccc2C(=O)N1CCc1csc(-c2ccccc2)n1,-1.0,101.8,0.0,-7.0,17,104.5,-1.0,-1.0,-1.0,106.6,-2.0
COc1ccc(NC(=O)CCn2nnc(-c3ccc(C)cc3)n2)cc1OC,-5.0,103.7,2.0,-6.0,21,102.1,-2.0,-5.0,-5.0,99.7,-5.0
O=C(/C=C\Nc1ccc(Br)cc1)c1cccnc1,-2.0,101.0,-3.0,-16.3,5,99.5,-4.0,-3.0,-3.0,98.9,-3.0
COC(=O)c1ccccc1N1C(=O)C2C(C1=O)C1C=CC2C12CC2 (stereo not drawn),-8.0,103.0,-6.0,-7.7,6,96.7,-4.0,-5.0,-3.0,94.3,-5.0
CCOc1ccc(C2C(C#N)=C(N)Oc3cc(C)n(CCN(C)C)c(=O)c32)cc1OCC (stereo not drawn),-1.0,117.3,2.0,-34.7,16,101.2,-2.0,-2.0,-1.0,102.0,0.0
COc1cc(OC)cc(OCC(O)Cn2cnc(-c3ccccc3)c2)c1 (stereo not drawn),-8.0,99.9,-16.0,24.0,8,102.9,-1.0,-16.0,-8.0,99.8,-2.0
CS(=O)(=O)N1CCC(Oc2ccccc2C(=O)N2CCNC(=O)C2)CC1,-2.0,90.0,-5.0,-14.8,22,88.0,-6.0,0.0,-4.0,85.2,4.0
COc1cccc(CNC(=O)c2ccc3nc[nH]c3c2)c1,-3.0,96.8,-5.0,-21.4,33,101.6,1.0,-3.0,-7.0,98.1,2.0
COc1ccc(/C=N/NC(=O)CCc2n[nH]c(=O)[nH]c2=O)cc1OC,-3.0,99.7,-4.0,-20.3,15,102.5,0.0,-9.0,-6.0,97.8,-3.0
O=C1CNC(=O)N1Cc1ccc(Br)cc1,-5.0,99.8,-7.0,-20.8,13,100.5,-3.0,-12.0,-9.0,102.3,0.0
CCN(CC)S(=O)(=O)c1cccc(C(=O)Nc2ccc3c(c2)OCO3)c1,1.0,102.8,0.0,-4.2,12,102.5,1.0,-3.0,2.0,101.6,3.0

# Remaining list, next part:
Structure,Bim-Bcl-XL,RGS8-Gao,Bim-Bcl-2,Mcl1-Bid inh,GSH fluor,RGS4-Gao reg,Mcl-1 Bim block,Bim-Bfl-1,Bcl-B Bim block,RGS7-Gao reg,Bim-Bcl-W
CCCOC(=O)COC(=O)c1ccccc1NC(=O)c1ccccc1,-9.0,100.4,-6.0,-15.3,13,101.7,-4.0,-1.0,-8.0,103.0,-5.0
CC(C)(O)[C@H](O)COc1c2ccoc2cc2oc(=O)ccc12,-7.0,101.0,-2.0,-5.8,16,103.7,-3.0,0.0,-6.0,102.2,0.0
CCOC(=O)C1=C(C)NC(=O)NC1c1cc(Br)c(O)c(OC)c1 (stereo not drawn),0.0,100.9,-6.0,-42.7,29,99.7,0.0,-10.0,-4.0,97.7,1.0
O=C(Cc1ccccc1)NCCS(=O)c1ccc(Cl)cc1 (stereo not drawn),0.0,103.8,-1.0,-0.8,13,103.2,-1.0,-1.0,1.0,108.3,-1.0
O=C(NCc1ccc2c(c1)OCO2)c1nnc(Cc2ccc(F)cc2)o1,-7.0,102.1,-3.0,7.1,12,99.0,-5.0,-6.0,-7.0,98.4,-5.0
CC(=O)c1oc2ccccc2c1NC(=O)CCCN1C(=O)c2ccccc2C1=O,0.0,102.0,-6.0,-0.4,23,105.4,-1.0,-9.0,-6.0,102.8,1.0

# Part of the list above, with each value named:
CCCOC(=O)COC(=O)c1ccccc1NC(=O)c1ccccc1
  Bim-Bcl-XL: -9.0 | RGS8-Gao: 100.4 | Bim-Bcl-2: -6.0 | Mcl1-Bid inh: -15.3 | GSH fluor: 13 | RGS4-Gao reg: 101.7 | Mcl-1 Bim block: -4.0 | Bim-Bfl-1: -1.0 | Bcl-B Bim block: -8.0 | RGS7-Gao reg: 103.0 | Bim-Bcl-W: -5.0
CC(C)(O)[C@H](O)COc1c2ccoc2cc2oc(=O)ccc12
  Bim-Bcl-XL: -7.0 | RGS8-Gao: 101.0 | Bim-Bcl-2: -2.0 | Mcl1-Bid inh: -5.8 | GSH fluor: 16 | RGS4-Gao reg: 103.7 | Mcl-1 Bim block: -3.0 | Bim-Bfl-1: 0.0 | Bcl-B Bim block: -6.0 | RGS7-Gao reg: 102.2 | Bim-Bcl-W: 0.0

# Screening results from PubChem BioAssay.
